Mcl1-Bid inh – Mcl-1/Bid interaction inhibition; Q07820; TR-FRET Mcl-1/Bid-Dy647 peptide binding, 1536-well; inhibition, % at 21.7 µM; 220,000 compounds, 0.97% hits;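 active = compounds that cut the binding signal by more than half at the single screening dose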;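 also: His-tagged Mcl-1 with europium anti-His antibody binding Bid BH3 peptide; 0% = Mcl-1 plus peptide wells and 100% = peptide-only wells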
Target sequence (Q07820 whole entry, looked up): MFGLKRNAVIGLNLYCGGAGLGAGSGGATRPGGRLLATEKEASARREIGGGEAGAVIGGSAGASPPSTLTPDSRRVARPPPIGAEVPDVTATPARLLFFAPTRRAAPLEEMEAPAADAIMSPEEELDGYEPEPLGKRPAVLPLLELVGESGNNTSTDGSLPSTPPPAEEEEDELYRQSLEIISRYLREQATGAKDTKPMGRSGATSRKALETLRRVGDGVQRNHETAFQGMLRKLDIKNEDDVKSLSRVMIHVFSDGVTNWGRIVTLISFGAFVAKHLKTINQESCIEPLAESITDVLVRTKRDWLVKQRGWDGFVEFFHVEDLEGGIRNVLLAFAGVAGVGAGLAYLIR
RGS4-Gao reg – human RGS4-Galphao interaction regulation. P09471. Multiplexed bead flow cytometry, RGS4-Galphao binding; actives lie on both sides. binding response (% of control), % at 10 µM. 220,000 compounds, 0.33% hits. AID 1415; in the data active = binding response below about 49% or above about 150%; inactive = in between;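 also: fluorescent Galphao activated with aluminum fluoride binding bead-coupled RGS4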
Mcl1 Noxa PPI – disrupts binding of human Mcl-1 to Noxa peptide | TR-FRET Mcl-1/Noxa peptide binding, 2 h | 220,000 compounds, 1.5% hits | AID 1022 | inhibition, % at 21.7 µM | Q07820;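 active = compounds that cut the protein-peptide binding signal by more than 50% relative to plate controls in a single-dose test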;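 also: His-tagged Mcl-1 with rhodamine Noxa BH3 peptide and terbium anti-His antibody; 0% = Mcl-1 plus Noxa peptide wells and 100% = peptide-only wells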
Pf gametocyte – inhibitors of late stage P. falciparum gametocyte viability; inhibition, % at 10.9 µM; 150,000 compounds, 0.065% hits; P. falciparum stage V gametocytes, ATP luminescence, 24 h;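 active = inhibition above the mean plus 3 SD of compounds within the control limits, set per campaign, cut at about 38% in these data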;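 also: 0% = DMSO wells and 100% = medium only without gametocytes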
ABCB1 block – blocks JC-1 efflux by human ABCB1 transporter; AID 1326; P08183; CCRF-Adr cells, flow cytometry; inhibition, % at 6.6 µM; 190,000 compounds, 0.067% hits; in the data active = inhibition above about 40%;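 also: 0% = vehicle and 100% = reference inhibitor; higher value means more JC-1 retained so stronger ABCB1 efflux block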
Mcl-1 Bim block – disrupts Bim peptide binding to human Mcl-1; inhibition, % at 10 µM; Bead-based flow cytometry, Bim peptide-Mcl-1 binding; 190,000 compounds, 0.1% hits; AID 1009; Q07820; in the data active = inhibition above about 40%;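 also: 0% = no compound tracer wells and 100% = peptide blocker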
GSH fluor – compound fluoresces at 488/530 nm on GSH beads; GSH beads flow cytometry, compound fluorescence 488/530 nm; active compounds read high; 190,000 compounds, 0.25% hits; fluorescence (KMESF) at 10 µM; AID 1776; in the data active = fluorescence above about 89;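 also: glutathione beads carrying GST-tagged Bcl family fusion proteins plus one bare bead set; values are compound well signal with DMSO vehicle wells as background; inactives centre near 16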
Avidin bead fluor – compound fluoresces at 488/530 nm on avidin beads; compound fluorescence 488/530 nm, flow cytometry; active compounds read high; fluorescence (KMESF) at 10 µM; 220,000 compounds, 0.38% hits; in the data active = fluorescence above about 47; also: inactives centre near 10
ABCG2 block – human ABCG2 inhibition, ABCB1 as counter-screen | Q9UNQ0 | IgMXP3 cells, JC-1 efflux, flow cytometry | inhibition, % at 6.6 µM | 190,000 compounds, 0.1% hits;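 active = inhibition above 80%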;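 also: 0% = DMSO and 100% = nicardipine control wells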
Target sequence (Q9UNQ0 whole entry, looked up): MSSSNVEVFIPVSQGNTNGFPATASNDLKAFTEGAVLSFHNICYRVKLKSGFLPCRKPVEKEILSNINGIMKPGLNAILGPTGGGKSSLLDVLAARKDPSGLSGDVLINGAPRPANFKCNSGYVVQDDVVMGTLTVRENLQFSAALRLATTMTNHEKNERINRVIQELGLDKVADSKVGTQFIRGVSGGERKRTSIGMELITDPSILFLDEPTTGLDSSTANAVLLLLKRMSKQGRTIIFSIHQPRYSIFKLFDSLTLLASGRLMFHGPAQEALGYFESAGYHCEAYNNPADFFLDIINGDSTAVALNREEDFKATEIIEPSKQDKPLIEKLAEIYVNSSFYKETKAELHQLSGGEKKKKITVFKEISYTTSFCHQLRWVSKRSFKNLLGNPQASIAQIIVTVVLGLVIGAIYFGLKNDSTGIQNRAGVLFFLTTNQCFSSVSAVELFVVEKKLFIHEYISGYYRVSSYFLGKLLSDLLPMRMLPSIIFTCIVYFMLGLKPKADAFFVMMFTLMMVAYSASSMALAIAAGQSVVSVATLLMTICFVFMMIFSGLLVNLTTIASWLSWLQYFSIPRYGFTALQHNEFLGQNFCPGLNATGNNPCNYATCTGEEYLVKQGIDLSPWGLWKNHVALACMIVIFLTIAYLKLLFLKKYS
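Incubation: cells with compound and JC-1, 10 min at 25 °C, rotating, no wash / Test system: IgMXP3 (ABCG2) plus far-red-tagged CCRF-Adr (ABCB1) cells / Compound dosing: one concentration, 6.6 µM final / Also added: JC-1 fluorescent substrate / Evaluation: efflux inhibition in percent versus controls / Detection: flow cytometry, 530 nm JC-1 signal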
RGS8-Gao reg – regulators of human RGS8-Galphao interaction; multiplexed bead flow cytometry, RGS8-Galphao binding; actives lie on both sides; response (percent of control binding), % at 10 µM; 220,000 compounds, 0.34% hits; AID 1423; in the data active = response below about 60% or above about 140%; inactive = in between;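 also: Galphao activated as the GDP aluminium fluoride complex binding bead-coupled RGS8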
RGS7-Gao – modulates binding of RGS7 to human Galphao; P09471; Multiplexed bead flow cytometry; actives lie on both sides; binding response (% of control), % at 10 µM; 220,000 compounds, 0.35% hits; AID 1439; in the data active = binding response below about 49% or above about 150%; inconclusive = no clear call, values can overlap the other calls; inactive = in between;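 also: fluorescent Galphao held in activated GDP-AlF4 state binding bead-coupled RGS7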
* = called active by the depositor; u = inconclusive; x = no result given.

SMILES | Mcl1-Bid inh | RGS4-Gao reg | Mcl1 Noxa PPI | Pf gametocyte | ABCB1 block | Mcl-1 Bim block | GSH fluor | Avidin bead fluor | ABCG2 block | RGS8-Gao reg | RGS7-Gao
O=C(Cc1ccc(Cl)cc1Cl)OCC(=O)N1CCN(C(=O)c2ccco2)CC1 | -9 | 100 | -13 | x | -1.5 | -2 | 17 | 6 | -7 | 108 | 101
O=C(CC(C(=O)O)C1CCCO1)Nc1cccc(C(F)(F)F)c1 (centres undefined) | -1 | 102 | 0 | 3 | 0.5 | 0 | 10 | 23 | 4 | 101 | 105
COc1ccccc1Oc1ncnc2c1oc1ccccc12 | -3 | 103 | -3 | -4 | 0.1 | -6 | 8 | 11 | 2 | 104 | 105
Cc1n[nH]c(=S)n1/N=C/c1ccc(Br)o1 | -54 | 99 | 2 | x | 0.7 | 0 | 21 | 8 | 4 | 99 | 101
COC(=O)Cc1csc(Nc2ccccc2Cl)n1 | -1 | 103 | 21 | 3 | 0.4 | -7 | 11 | 8 | 6 | 102 | 102
COc1cc(C2N(c3ccccn3)C(=O)C3CCCN32)cc(OC)c1OC (centres undefined) | -22 | 99 | 13 | -9 | 0.7 | -4 | 31 | 13 | 4 | 100 | 96
S=c1[nH]c2ccccc2c2ccccc12 | -99 | 100 | -8 | x | x | x | x | 8 | x | 106 | u
CCN(C(=O)COC(=O)c1cc2ccccc2cc1O)C1CCS(=O)(=O)C1 (centres undefined) | -28 | 100 | 6 | x | 0.8 | -4 | 17 | 11 | 5 | 103 | 103
CC(=O)Nc1cc(NC(C)=O)c(N=Nc2ccccc2)cc1C | -16 | 115 | -3 | 12 | x | x | x | 40 | x | 106 | u
CCOC(=O)C1C(=O)CC(C)(O)C(C(=O)OCC)C1c1cccc(OC(F)(F)C(F)F)c1 (centres undefined) | -8 | 108 | 7 | x | 0.3 | -3 | 39 | 5 | 1 | 106 | 106
Cc1nn(Cc2nc(-c3cccs3)no2)c(C)c1Br | -7 | 93 | 13 | x | 0.2 | 2 | 22 | 5 | 0 | 96 | 95
O=C(Nc1ccc([N+](=O)[O-])cc1)C1(c2ccccc2)CCOCC1 | -2 | 103 | 9 | x | 1.9 | -3 | 7 | 14 | 47 | 102 | 103
COc1cc(/C=N\NC(=O)c2nonc2N)c(OC)cc1Br | -44 | 103 | 6 | 1 | 0.3 | -3 | 5 | 5 | 3 | 103 | 101
CCOc1cc(C(=O)OCc2ccc(C(=O)OC)o2)cc(Br)c1OC | -15 | 102 | 9 | x | 4.6 | -4 | 29 | 14 | 45 | 102 | 96
O=C(Nc1cc(C(F)(F)F)ccc1N1CCOCC1)c1ccco1 | -17 | 99 | -4 | -9 | 0.1 | -4 | 24 | 20 | 2 | 99 | 102
Cc1ccc(NNC2CC(=O)N(c3cccc(Cl)c3)C2=O)cc1 (centres undefined) | -24 | 101 | 7 | -12 | 0.3 | 0 | 12 | 4 | 5 | 101 | 100
CC(=O)C1=C(C)N(Cc2ccccc2)C(=O)N[C@H]1c1ccco1 | -37 | 96 | 3 | -5 | x | x | x | 9 | x | 96 | u
O=C(Cn1cc2c(n1)CCCC2)NC1CCCCCC1 | -18 | 98 | 4 | x | 0.2 | -1 | 28 | 6 | 1 | 101 | 103
Cc1cc2ccccn2c1C(=O)c1nc(NCc2ccco2)ncc1Cl | -13 | 96 | 2 | 23 | -1.8 | -3 | 16 | 6 | -3 | 85 | 96
COc1ccc(C2=Nc3ccc(C)cc3C(c3ccccc3)N2CC(=O)NN)cc1 (centres undefined) | -6 | 103 | 25 | -9 | 0.1 | 2 | 11 | 21 | 0 | 106 | 104
Cc1ccc(S(=O)(=O)NCCCN2CCOCC2)c(C)c1 | -27 | 102 | -1 | x | 0.1 | -2 | 8 | 9 | 1 | 102 | 98
CCOC(=O)c1[nH]c(C(=O)O)c(OC(=O)CC)c1C | 2 | 97 | 15 | x | x | x | x | 6 | x | 101 | u
Cc1ccc(/C=N/Nc2ccc(Cl)nn2)cc1 | -70 | 99 | 4 | 6 | x | x | x | 9 | x | 103 | u
COCCNC(=O)c1ccc(CS(=O)(=O)c2ccc(Cl)cc2)o1 | -12 | 101 | 23 | x | 0.3 | -5 | 26 | 13 | 4 | 100 | 104
CCN(CC)S(=O)(=O)c1ccc(N2CCCC2)c(NS(=O)(=O)c2cccs2)c1 | -28 | 106 | 23 | 5 | 3.5 | -4 | 73 | 14 | 12 | 102 | 103

Single entries from above.
`CCOc1cc(C(=O)OCc2ccc(C(=O)OC)o2)cc(Br)c1OC` @ ABCG2 block = 45
`Cc1ccc(NNC2CC(=O)N(c3cccc(Cl)c3)C2=O)cc1` (centres undefined) @ RGS7-Gao = 100

Going on with the list.
SMILES | Mcl1-Bid inh | RGS4-Gao reg | Mcl1 Noxa PPI | Pf gametocyte | ABCB1 block | Mcl-1 Bim block | GSH fluor | Avidin bead fluor | ABCG2 block | RGS8-Gao reg | RGS7-Gao
COc1ccc2ccc3c(c2c1)N=CC1(O3)N(C)c2ccccc2C1(C)C (centres undefined) | -28 | 81 | 44 | x | 0.0 | -4 | 23 | 2 | -1 | 76 | 75
Cc1cccc(OCC(=O)Nc2nonc2NC(=O)COc2cccc(C)c2)c1 | 1 | 94 | -41 | x | 0.6 | -5 | 17 | 14 | 2 | 81 | 94
COc1ccccc1CC(=O)N1CCN(c2ccc([N+](=O)[O-])cc2)CC1 | -14 | 101 | 9 | -25 | 0.2 | 0 | 8 | 8 | 4 | 101 | 99
CNc1c([N+](=O)[O-])cnn1-c1ccc(Cl)cc1Cl | -8 | 94 | -7 | 16 | 0.3 | -2 | 17 | 15 | 2 | 93 | 95
O=C(CN1C(=O)CCC1=O)Nc1nc(-c2ccc(Cl)s2)cs1 | -3 | 104 | 7 | 1 | -3.6 | -1 | 21 | 11 | -7 | 101 | 100
CCCc1nc2ccccc2c(=O)n1/N=C/c1ccccc1O | -29 | 100 | 32 | x | 0.7 | -2 | 7 | 13 | 2 | 104 | 101
O=c1[nH]c(SCc2ccccc2)nc2ccsc12 | -7 | 93 | -2 | 5 | 0.2 | 4 | 26 | 13 | 3 | 97 | 93
CC(=O)N1CCN(C2=NC(=O)C(=C3CCCCC3)S2)CC1 | -14 | 100 | 4 | x | 0.3 | 2 | 15 | 6 | 2 | 100 | 101
Cc1ccccc1Cn1c(=O)n(CCCC(=O)NCc2ccco2)c(=O)c2ccccc21 | -13 | 98 | -12 | -11 | 0.8 | 4 | 11 | 22 | 2 | 97 | 99
COc1cc(CNCCO)cc(Br)c1OCc1ccccc1Cl | 10 | 96 | -12 | 10 | 0.0 | 1 | 25 | 12 | -1 | 105 | 97
CCOc1ccc(N/C(C)=C/C(=O)c2ccc3c(c2)OCCO3)cc1 | -28 | 82 | 17 | -17 | x | x | x | 8 | x | 98 | u
COc1ccc(N2CC(O)(c3ccc(F)cc3)[N+]3=C2CCCC3)cc1 (centres undefined) | -11 | 99 | 19 | 5 | 0.0 | -21 | 8 | 26 | 1 | 100 | 100
CN(C)CCCNC(=O)c1cc2sc3ccccc3c2s1 | 5 | 103 | 24 | x | 0.4 | -2 | 15 | 11 | 1 | 103 | 100
NC(=O)c1c(NC(=O)CSc2nc3c(c(C(F)(F)F)n2)CCc2ccccc2-3)sc2c1CCCC2 | -11 | 112 | 22 | x | 0.1 | 1 | 17 | 8 | 2 | 132 | 110
N#Cc1ccc(CN2CCN(C(=O)c3ccccc3)CC2)c(Cl)c1 | -28 | 99 | -4 | 17 | -0.1 | -2 | 50 | 11 | 3 | 100 | 99
COc1ccc(C2C(C(=O)Nc3ccccn3)=C(C)Nc3ncnn32)c(OC)c1 (centres undefined) | 0 | 98 | 14 | x | -3.0 | 0 | 23 | 7 | -4 | 100 | 97
CCCCN1CC(O)=C(c2nc3ccccc3[nH]2)C1=N | -61 | 98 | -22 | x | 0.6 | -6 | 12 | 20 | 5 | 102 | 98
CCOc1ccc(C2SCC(=O)N2c2c(C)n(C)n(-c3ccccc3)c2=O)cc1 (centres undefined) | -4 | 100 | 9 | x | 0.9 | -1 | 38 | 6 | 2 | 100 | 99
CCCc1cc(=O)n2[nH]c(-c3ccc(C)cc3)cc2n1 | -17 | 102 | 12 | -4 | 0.5 | -1 | 22 | 31 | 36 | 102 | 99
CCOC(=O)N1CCC2(CC1)CC(=O)c1cc(O)ccc1O2 | -39 | 102 | 14 | x | 0.3 | 0 | 64 | 13 | 1 | 100 | 103
CCC(Sc1nc(=O)cc(N)n1CCc1ccccc1)C(=O)Nc1cc(C)on1 (centres undefined) | 1 | 101 | 0 | x | -2.6 | 0 | 24 | 9 | -2 | 101 | 102
Cn1cccc1/C=N/NC(=O)c1cccnc1 | -21 | 103 | -10 | x | 0.2 | 0 | 18 | 7 | 0 | 99 | 101
CCCCCCC(=O)Nc1cc2c(C)cc(=O)oc2cc1C | -5 | 101 | -3 | 20 | 0.2 | 0 | 37 | 6 | 2 | 101 | 101
Cc1n[nH]c(=S)n1/N=C/c1ccccc1OCc1ccc(Cl)cc1Cl | 21 | 92 | 6 | 4 | -0.9 | 17 | 5 | 5 | -5 | 69 | 88
O=C(O)CSc1nc(-c2ccccc2)cc(=O)[nH]1 | -25 | 96 | 12 | x | 0.1 | 3 | 4 | 7 | 0 | 99 | 98

Continued.
SMILES | Mcl1-Bid inh | RGS4-Gao reg | Mcl1 Noxa PPI | Pf gametocyte | ABCB1 block | Mcl-1 Bim block | GSH fluor | Avidin bead fluor | ABCG2 block | RGS8-Gao reg | RGS7-Gao
O=C(N[C@@H](Cc1ccc(O)cc1)C(=O)O)C(c1ccccc1)c1ccccc1 | 8 | 109 | 3 | 2 | 1.5 | 0 | 19 | 6 | 3 | 107 | 109
CCOc1ccccc1NC(=O)CCCc1nc2ccccc2c(=O)[nH]1 | -32 | 66 | 3 | 14 | 2.3 | 0 | 11 | 3 | 8 | 71 | 70
CN(C)S(=O)(=O)c1cc(NC(=O)CN2CCN(c3ccccc3O)CC2)ccc1Cl | -29 | 99 | 14 | 5 | 0.2 | 0 | 18 | 24 | 0 | 102 | 98
O=C(CN1CCN(c2ccccn2)CC1)Nc1ccc(Oc2ccccc2)cc1 | 0 | 104 | 9 | -61 | 0.4 | 0 | 18 | 13 | 3 | 104 | 98
CCOP(=O)(OCC)C(NC(=O)Nc1ccccc1)c1ccccc1 (centres undefined) | -13 | 102 | 27 | -2 | 0.8 | -6 | 11 | 9 | 10 | 108 | 107
CCOC(=O)Cc1c(C)nc2c(-c3ccccc3)c(-c3ccccc3)[nH]n2c1=O | -123 | 96 | -16 | x | 0.2 | 2 | 54 | 24 | 2 | 98 | 99
COc1ccc2ccccc2c1C1CC(=O)N2CN(C)CSC2=C1C#N (centres undefined) | -17 | 95 | 38 | 15 | -0.5 | -6 | 3 | 3 | -1 | 70 | 105
CCn1cc(C(=O)Nc2ccc(OC)c(OC)c2)c2cc(OC)c(OC)cc2c1=O | -7 | 97 | -1 | x | 0.7 | -1 | 31 | 7 | 0 | 99 | 99
